L major viab – reduces viability of Leishmania major promastigotes. resazurin fluorescence viability. inhibition, % at 10 µM. actives 9% (n = 200,000); in the data active = inhibition above about 50%;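 also: promastigotes grown with compound for 44 hours at 28 °C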
FLuc stim CS – firefly luciferase counter-screen for stimulation assays; P08659; ATPlite luciferase biochemical, luminescence, 10 min; 0 = ATP-free wells, 1 = DMSO control; activation factor at 10 µM; 200,000 tested, under 10 active;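 active = luciferase activation factor, scaled between plate controls, of at least 2 with compound at 10 µM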
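System: luciferase plus luciferin reagent, cell-free; medium: PBS as buffer for the ATP substrate; dosing: test compounds dosed from 2 mM stocks in 100% DMSO; timing: 10 min post-reagent at room temperature; measured by: luminescence measurement of luciferase light output; evaluation: luciferase activation, seen as luminescence increase over controls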
bIAP activator – increases bovine intestinal alkaline phosphatase activity | purified bovine IAP, CDP-star luminescence, 30 min; hits give high values; fold of DMSO-control signal, blank-subtracted | activation factor at 20 µM | actives 0.17% (n = 200,000) | AID 1016;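 active = activation factor of 2 or more at 20 µM, a signal rise over negative controls twice the positive control's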
TNAP inh hiacc – blocks human TNAP under high phosphate acceptor concentration | purified TNAP, CDP-star luminescence, 1 M DEA | inhibition, % at 20 µM | P05186 | actives 0.03% (n = 200,000);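 active = over 50% inhibition of tissue-nonspecific alkaline phosphatase at 20 µM in the single-dose screen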;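 also: plate controls were DMSO wells for no effect and EDTA-quenched wells as full inhibition for full effect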
Target sequence (P05186 whole entry, looked up): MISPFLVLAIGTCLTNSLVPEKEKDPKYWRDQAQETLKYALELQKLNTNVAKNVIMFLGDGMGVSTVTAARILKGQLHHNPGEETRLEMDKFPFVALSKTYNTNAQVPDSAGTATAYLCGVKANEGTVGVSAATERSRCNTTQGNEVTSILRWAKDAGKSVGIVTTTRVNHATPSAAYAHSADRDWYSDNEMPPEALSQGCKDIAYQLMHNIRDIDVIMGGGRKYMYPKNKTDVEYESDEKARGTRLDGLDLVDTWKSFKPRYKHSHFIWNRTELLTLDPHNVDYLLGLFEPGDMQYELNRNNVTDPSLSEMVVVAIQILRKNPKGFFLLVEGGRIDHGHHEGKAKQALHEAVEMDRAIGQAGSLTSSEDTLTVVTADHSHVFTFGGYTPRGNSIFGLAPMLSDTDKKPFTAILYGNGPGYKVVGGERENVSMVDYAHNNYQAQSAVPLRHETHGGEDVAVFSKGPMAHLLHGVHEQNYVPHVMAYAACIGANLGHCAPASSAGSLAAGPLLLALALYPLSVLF
TNAP inh noacc – TNAP (human) inhibition, acceptor-free conditions; P05186; purified TNAP, CDP-star luminescence, 30 min; actives 0.26% (n = 200,000); AID 1012; inhibition, % at 20 µM;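 active = tissue-nonspecific alkaline phosphatase inhibition above about 50% at 20 µM in the single-dose screen, limit read from the data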;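 also: 0% = DMSO negative control and 100% = EDTA positive control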
FLuc inh counter – Photinus pyralis luciferase inhibition counter-screen | ATPLite firefly luciferase biochemical luminescence, 10 min | AID 1006 | P08659 | actives 1.5% (n = 200,000) | inhibition, % at 10 µM;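 active = inhibition above about 50% when tested at 10 µM, limit read from the data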
bIAP inh – intestinal alkaline phosphatase (bovine) inhibition; purified bovine IAP, CDP-star luminescence, 30 min; inhibition, % at 20 µM; 190,000 tested, under 10 active;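 active = over 50% inhibition of intestinal alkaline phosphatase at 20 µM in the single-dose screen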
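System: purified bovine intestinal alkaline phosphatase (IAP) enzyme; Input: IAP diluted 1/65,000,000 in the well; Measured by: CDP-star luminescence signal; Compound dosing: 20 µM single dose; Incubation: 30 min reaction at room temperature.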
RAM network inh – blocks the yeast RAM network. AID 868. S. cerevisiae dse1pr::URA3 reporter, 5-FOA growth OD615, 2 d; analog-sensitive cbk1-as2 kinase mutant strain. actives 1.8% (n = 190,000). inhibition, % at 50 µM;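 active = inhibition above a set limit, 3 SD over mean compound inhibition, cut at about 8.4% in these data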;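 also: 0% = DMSO-only wells with no growth and 100% = 10 µM 1-NA-PP1 full growth; inhibition rescues growth on 5-FOA so higher OD means more RAM inhibition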
APP transl inh – APP translation inhibition. SH-SY5Y APP 5'UTR-luciferase reporter, luminescence. inhibition, % at 2 µM. actives 0.82% (n = 190,000);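 active = inhibition above a set limit, derived from the sample mean plus 3 SD, cut at about 45% in these data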; also: values of inactives mirror those of a sister screen read the other way
TNAP act hi DEA – increases human TNAP activity under high phosphate acceptor concentration; P05186; purified TNAP, CDP-star luminescence, 1 M DEA, 30 min; hits give high values; 0 = EDTA background, 1 = DMSO-only activity; activation factor at 20 µM; 200,000 tested, under 10 active; AID 1136;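 active = activation factor at least 2 at 20 µM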
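Measured by: Luminescent substrate turnover signal | Test system: Human TNAP | Input: TNAP 1/800 final | Dosing: 20 µM single point | Schedule: 30 min, room temperature | Controls: EDTA wells as negative control, DMSO wells as positive control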
Active calls of the source: *; / = no result given.

SMILES	L major viab	FLuc stim CS	bIAP activator	TNAP inh hiacc	TNAP inh noacc	FLuc inh counter	bIAP inh	RAM network inh	APP transl inh	TNAP act hi DEA
COCCCn1c(=S)[nH]c2sc3c(c2c1=O)CCCS3	16.0	0.9	1.1	1.3	-6.2	10.2	-6.6	2.2	-22.7	1
COc1cc(/C=C/C(=O)OC(C)C(=O)Nc2c(C)n(C)n(-c3ccccc3)c2=O)ccc1OCC#N (stereo not given)	-16.4	1	1.1	-3.2	-4.2	-4.7	-6.9	1.8	10.2	1
CC(C)N=C(NC#N)SCc1ccccc1F	-1.4	1	0.8	1.7	-4.3	-3.8	24.8	1.6	-11.8	1
Cc1ccc(S(=O)(=O)NC(CC(=O)NCC2CCCO2)c2ccccc2)cc1 (stereo not given)	-3.7	1	1.2	0.9	0.2	-2.0	-17.2	0.8	-24.0	1
COc1ccc(NC(C)=O)cc1NC(=O)CN1CCN(CC(=O)Nc2ccccc2Cl)CC1	16.9	1.1	1.1	-7.1	-7.2	-7.9	-11.6	2.6	0.6	1.1
Cc1ccc(NS(=O)(=O)c2cccc(C(=O)OCC(=O)NCc3ccco3)c2)cc1	0.4	1.1	1	-1.6	-8.3	-7.9	4.9	1.8	-2.6	1
Nn1c(Nc2ccccc2)nc2ccccc21	-6.3	0.6	1	-2.9	-12.0	37.9	4.6	2.4	-80.9	1
CN(CCOc1ccccc1)CC(=O)Nc1ccc(Cl)cc1[N+](=O)[O-]	-9.0	1	0.9	-0.2	-11.1	-0.4	9.1	4.4	-14.2	1
c1cncc(Nc2nc(-c3cccs3)cs2)c1	13.4	1	0.8	-2.4	-7.6	2.0	18.5	1.5	-7.1	1
CC(=O)c1cnn(-c2cc(Oc3ccccc3C)ncn2)c1C	-6.7	1	0.9	-0.3	-6.8	-3.5	5.0	1.0	7.8	1
O=C(Cc1nc(-c2ccc([N+](=O)[O-])cc2)cs1)Nc1ccccc1	19.3	1	1	-1.0	-4.5	3.3	-0.1	1.6	-1.5	1
C/C(Cl)=C/Cn1c(=O)c2c(nc(Br)n2Cc2ccccc2)n(C)c1=O	15.0	1.1	0.9	-3.5	8.1	-8.2	5.9	5.4	3.0	1
CCOC(=O)c1sc(N)c(C#N)c1CSc1nnc(C2CC2)n1N	9.6	1	1	-2.9	-11.3	-1.6	3.1	2.2	9.1	1
CCCCn1nnnc1SCC(=O)N1CCN(C(=O)c2ccco2)CC1	-3.0	1.1	1	-8.4	-6.4	-10.3	0.6	1.9	-13.6	1.1
CC(=O)c1nn(-c2ccc(Br)cc2)cc1C(=O)c1ccco1	2.1	1	0.9	3.2	-4.3	-0.5	7.8	0.6	3.6	1
CCN(c1ccccc1)S(=O)(=O)c1ccc(Cl)c(C(=O)N(CC2CCCO2)C2CCS(=O)(=O)C2)c1 (stereo not given)	2.1	1.1	1.3	-3.3	-6.9	-5.2	-30.9	0.9	-2.3	1
Cc1cccc(NS(=O)(=O)c2c(C)n[nH]c2C)c1	-2.8	1	1	-3.4	15.8	-4.2	2.7	3.9	-12.2	1
CN(C)c1ccc(NC(=O)Cn2ncn3c(cc4ccccc43)c2=O)cc1	57.9*	1	1	-2.8	-12.5	-3.8	-3.4	2.0	-9.3	1
CCCCC(CC)CNC(=O)/C=C/c1ccc(F)cc1 (stereo not given)	-5.8	1.1	1.1	-0.9	-10.5	-7.0	-9.3	5.8	11.4	1
COc1cc2c(cc1OC)C(c1ccc(-c3ccc(Cl)c(Cl)c3)o1)=NCC2	70.8*	1	0.8	-1.9	6.5	0.0	24.0	2.4	1.0	1
COc1ccccc1CCNC(=O)Nc1cccc([N+](=O)[O-])c1	14.0	1	0.8	-6.2	-14.3	-3.7	15.4	0.1	-12.0	1.1
CCOC(=O)CSc1ccc(C(=O)Nc2ccc(Cl)cc2)cn1	-5.0	1	1.1	-4.7	-11.7	4.3	-5.3	5.2	-10.2	1
CCOc1ccccc1N(C(=O)CNS(=O)(=O)c1ccccc1)C(CC)C(=O)NCc1ccco1 (stereo not given)	35.0	1	1	-10.3	-5.0	-2.4	2.4	4.8	20.9	1.1
COc1ccc(CN(CC2CCC(C(=O)O)CC2)C(=S)Nc2cc(C)cc(C)c2)cc1 (stereo not given)	-1.1	1.1	1	-4.8	-2.3	-5.8	-2.7	3.7	-1.8	1
CC(=O)c1ccc(-n2c(SCC(=O)c3c[nH]c4ccccc34)nc3ccccc3c2=O)cc1	20.3	1	1.1	-3.2	-10.2	-4.4	-5.1	4.3	6.7	1
O=C(NCc1ccc2c(c1)OCO2)C1CCCN1C(=O)Nc1ccc(F)cc1 (stereo not given)	91.7*	1.1	1	-4.8	-11.7	-7.9	0.7	1.1	15.0	1
CCOc1ccc(CN2CCN(Cc3ccsc3)C(CCO)C2)cc1CO (stereo not given)	-1.3	1	0.9	0.3	-3.2	-1.1	6.1	1.7	18.3	1
CC1=C(C(=O)OCc2ccc3c(c2)OCO3)C(c2ccc(Cl)cc2)NC(=O)N1 (stereo not given)	21.0	1	0.9	-5.9	-12.9	-1.3	6.4	2.9	78.0*	1.1
COc1cccc(C(=O)C2CCCN(C(=O)c3cccc(C#CC(C)(C)O)c3)C2)c1 (stereo not given)	10.8	1	1.3	-3.9	-4.2	-4.5	-27.5	0.9	-32.1	1
O=C1C2C3C=CC(CC3)C2C(=O)N1/N=C/c1ccccc1O (stereo not given)	-1.9	0.8	1	-4.2	-17.0	19.3	-2.8	0.1	-7.2	1
O=C(/C=C\c1ccco1)Nc1nc(-c2ccccc2)cs1	11.9	1	1.1	-4.6	-2.6	2.9	-9.3	0.1	/	1
O=C(c1cc(-c2cccs2)nc2ccccc12)N1CCN(S(=O)(=O)c2ccccc2)CC1	7.6	1	1	-6.9	2.2	0.2	1.6	5.3	-10.4	1.1
Cc1ccc(C)c(OCc2nnc(SCC(=O)NC(=O)NCc3ccco3)o2)c1	-5.7	1.1	1	-4.2	-5.7	-8.4	1.0	7.0	13.9	1
O=C(C(Cc1ccc(Cl)cc1)NS(=O)(=O)c1ccccc1)N1CC[C@@]2(O)CCCC[C@H]2C1 (stereo not given in full)	51.4*	1.1	0.9	-5.2	-8.8	-5.6	6.4	-0.9	7.6	1.1
CC1CCCN(c2c([N+](=O)[O-])cc(C(=O)O)cc2[N+](=O)[O-])C1 (stereo not given)	-4.5	1	0.9	2.4	-3.5	-1.0	7.1	-2.0	-5.5	1
O=C(COC(=O)c1cn(-c2ccccc2)nc1-c1ccccc1)c1ccc([N+](=O)[O-])cc1	5.9	1.1	0.9	3.5	-13.9	-5.0	7.1	-1.0	-3.1	1
Cc1cc(C)cc(Oc2ccccc2CO)c1	-2.9	1.1	0.9	-4.8	-8.1	-7.4	5.0	-0.5	0.3	1
CC1(C(=O)NC2CCCC2)CCC(=O)N1Cc1ccc2c(c1)OCO2 (stereo not given)	2.9	1.1	0.9	-6.4	-8.8	-7.8	6.2	0.3	-9.7	1.1
COc1cccc(OCC(=O)NN=C2c3ccccc3-c3ccccc32)c1	-2.4	1	0.9	6.7	6.1	1.8	8.5	8.0	-6.2	0.9
Cn1cc(-c2ccno2)c(C(=O)O)n1	-9.6	1	1.1	-4.2	2.4	-2.5	-11.5	0.0	-8.5	1
CC(C)NC1=C(Cl)C(=O)c2ccccc2C1=O	14.8	0.9	0.7	9.3	6.1	5.0	26.4	-1.2	-1.4	0.9
c1cnc2c(Oc3ncnc4sccc34)cccc2c1	0.8	1.1	1.1	-4.1	-4.2	-5.3	-11.9	0.9	-2.1	1
Cc1ccc(N(CC(=O)O)S(C)(=O)=O)cc1	-1.2	1	1.1	-1.6	-9.0	-1.3	-5.1	2.7	-4.1	1
CNC(=S)NC1CC2CCCC(C1)N2Cc1ccco1 (stereo not given)	8.0	1.1	0.9	-7.6	-13.3	-5.0	9.8	0.5	-21.7	1.1
COCC(C)N=C1NN=C(c2cccs2)C(CC(=O)O)S1 (stereo not given)	-8.1	1	1	-1.9	-9.2	0.1	4.6	0.5	16.7	1
O=S(=O)(NCc1cccnc1)c1ccc(Cl)c(Cl)c1Cl	-0.9	1	0.9	-2.1	-8.2	-1.0	7.6	0.5	-13.4	1
O=C(N/N=C(\Cc1ncc[nH]1)c1ccccc1)c1ccncc1	7.0	1	1.3	2.0	0.9	-1.9	-26.8	0.4	43.9	1
Cc1cc(C)cc(NC(=S)NCc2ccncc2)c1	7.3	1	1	-8.1	-7.3	-1.8	2.8	2.2	-29.6	1.1
